# Screens from PubChem.
# Nrf2 block – blocks Nrf2 signaling | A549 ARE-Fluc reporter, luciferase luminescence, 18-24 h | Potency, µM (highest dose often 46 µM), without a hit: at the top dose activity change, negative = inhibition, most hits filed as inhibitors | hit rate 2.1% among 360,000; further: on the % scale 0 is the no-effect control and ±100 the full control effect; nearly all actives have a fitted effect of over 60% in size
#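 Reporter: ARE-Fluc in A549. Exposure: 18-24 h, 37 °C, 5% CO2, 5% FBS OPTI-MEM. Readouts: fluorescent cytotoxicity (CellTiter-Fluor), then luminescent Nrf2 signal after BugLite.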
# TGFb inhibitor – inhibitors of TGF-b signaling; hit rate 1.2% among 410,000; Potency, µM (highest dose often 46.1 µM), for inactives: at the top dose activity, negative = inhibition, most hits filed as inhibitors; HepG2 CAGA-GFP TGF-b/SMAD3 reporter, GFP fluorescence, 18 h; TGF-beta stimulated, 500 pg/mL final; further: on the % scale 0 is the no-effect control and ±100 the full control effect; nearly all actives have a fitted effect of over 65% in size
#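 Inhibition was scored as loss of TGF-beta-induced (500 pg/mL final, 18 hours, 37 degrees C) GFP in HEPG2 cells carrying a CAGA-GFP reporter, in DMEM with 1% FBS. Well GFP was summed per cell; Activity was normalised to unstimulated and stimulated DMSO wells, then concentration-response fitting.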
# ATXN viability – reduces viability in counter-screen for ATXN expression inhibitors; S2 cells (HEK-293 line with an ATXN2-luciferase reporter) viability, CellTiter-Fluor protease fluorescence, 24 h; Potency, µM (highest dose often 56.7 µM), usual class: cytotoxic; hit rate 0.49% among 400,000; AID 651635; further: nearly all actives have a fitted effect of over 40% in size
# MCF10A rerep – inducers of DNA re-replication in MCF 10A breast cells; MCF 10A DNA re-replication, Hoechst nuclear intensity, 48 h; Potency, µM (series often up to 46.1 µM), without a hit: at the top dose activity, positive = re-replication, most hits filed as activators; hit rate 2.9% among 350,000; further: % of control where 0% means no effect; nearly all actives have a fitted effect of over 50% in size
# ATXN2 expr inh – reduces ATXN2 reporter expression in HEK-293 cells; HEK-293 ATXN2-luciferase reporter, luminescence, 24 h; hit rate 0.72% among 360,000; Potency, µM (series often up to 57 µM), inactives show at the highest dose activity change, negative = inhibition, hits mostly inhibitors; further: on the % scale 0 is the no-effect control and ±100 the full control effect; nearly all actives have a fitted effect of over 55% in size
#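 ATXN2-luciferase reporter cells (luciferase flanked by upstream and downstream ATXN2 gene portions) were treated 24 h at 37 °C with compounds at up to 57 uM. SteadyGlo luminescence gave expression; GF-AFC fluorescence gave viability.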
# A549 viability – A549 cytotoxicity, counter-screen for Nrf2 inhibitors. hit rate 0.16% among 390,000. A549 ARE-Fluc cells, CellTiter-Fluor viability, 18-24 h. AID 504648. Potency, µM (highest dose often 46 µM), for inactives: top-dose activity change, negative = cytotoxicity, actives largely listed as inhibitors; further: on the % scale 0 is the no-effect control and ±100 the full control effect
#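 A549 ARE_Fluc cells in 5% FBS OPTI-MEM were exposed to compounds in concentration-response for 18-24 h at 37 deg C. Viability was read by CellTiter-Fluor fluorescence (Ex 405/Em 525) after 30 min, before the luciferase read.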
# EPAC2 antag – blocks human EPAC2 exchange factor; EPAC2 GEF exchange of Rap1B-BODIPY-GDP, fluorescence; hit rate 0.18% among 360,000; Potency, µM (doses to about 114 µM), inactives show at the highest dose activity, negative = inhibition, usual class: inhibitors; AID 720708; further: on the % scale 0 is the no-effect control and ±100 the full control effect; nearly all actives have a fitted effect of over 45% in size; many of its hits are not listed in these tables
# Target sequence (Q8WZA2 whole entry, looked up): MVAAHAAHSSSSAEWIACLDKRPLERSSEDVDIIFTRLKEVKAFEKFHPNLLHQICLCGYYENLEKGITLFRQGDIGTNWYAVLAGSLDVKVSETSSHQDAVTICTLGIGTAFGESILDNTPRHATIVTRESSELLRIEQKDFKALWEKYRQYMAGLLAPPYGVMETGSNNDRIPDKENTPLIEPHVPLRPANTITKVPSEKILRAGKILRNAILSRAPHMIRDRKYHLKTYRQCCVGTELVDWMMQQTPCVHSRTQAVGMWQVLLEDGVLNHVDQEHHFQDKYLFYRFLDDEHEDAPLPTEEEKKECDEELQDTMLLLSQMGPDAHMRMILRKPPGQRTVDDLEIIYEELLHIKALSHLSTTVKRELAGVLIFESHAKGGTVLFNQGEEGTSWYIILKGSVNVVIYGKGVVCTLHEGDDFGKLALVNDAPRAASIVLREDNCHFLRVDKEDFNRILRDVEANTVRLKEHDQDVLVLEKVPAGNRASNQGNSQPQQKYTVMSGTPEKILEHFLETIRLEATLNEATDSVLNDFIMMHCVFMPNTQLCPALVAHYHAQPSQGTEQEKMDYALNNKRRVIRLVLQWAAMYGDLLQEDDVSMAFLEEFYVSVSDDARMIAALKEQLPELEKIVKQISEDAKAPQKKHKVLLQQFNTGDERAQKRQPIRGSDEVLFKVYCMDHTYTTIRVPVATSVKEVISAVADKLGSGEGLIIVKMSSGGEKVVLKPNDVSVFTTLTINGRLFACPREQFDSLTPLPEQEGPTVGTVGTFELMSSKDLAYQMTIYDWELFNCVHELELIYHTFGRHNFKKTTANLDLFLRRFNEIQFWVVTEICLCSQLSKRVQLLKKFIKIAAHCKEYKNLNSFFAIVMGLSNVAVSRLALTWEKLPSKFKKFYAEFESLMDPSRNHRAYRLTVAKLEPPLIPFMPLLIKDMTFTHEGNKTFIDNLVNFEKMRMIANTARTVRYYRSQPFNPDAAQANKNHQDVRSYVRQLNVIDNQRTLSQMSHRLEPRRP
# Nrf2 ARE act – activators of Nrf2 (ARE) signaling; AREc32 ARE-luciferase reporter (MCF7-derived line), luminescence, 24 h; Potency, µM (titrated, usually from 46.1 µM), for the others: at the top dose activation, hits mostly activators; hit rate 0.31% among 410,000; further: % of control where 0% means no effect; nearly all actives have a fitted effect of over 65% in size
#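 Nrf2 activation is followed as ARE-luciferase induction in the AREc32 line after one day of compound treatment; luminescence is read with Steady-Glo.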
# HepG2 viability – HepG2 cytotoxicity, counter-screen for TGF-b inhibitors; hit rate 0.76% among 410,000; Potency, µM (doses to about 46.1 µM), without a hit: at the top dose activity change, negative = cytotoxicity, actives largely listed as cytotoxic; HepG2 CAGA-GFP viability, ATP luminescence, 18 h; further: some results filed as inactive show a strong effect at the top dose
#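 CellTiter-Glo luminescence gave cytotoxicity after 18 hours at 37 degrees C. The cells were HepG2 CAGA-GFP in 1% FBS DMEM, stimulated with 500 pg/mL TGF-beta after compound addition. %Activity was normalised to no-cell wells (complete cell-killing) and DMSO (no toxicity), and curves were fitted and classified.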
# * hit, by the source's call; i = inactive; ? = inconclusive; . = no result given; & = joins results of further samples; [ ] = remark or other dose. The call rests on the fitted dose curve; in most records, active means well fitted curve in the direction sought with a large enough effect; inconclusive means small, poorly fitted or top-dose-only effect, or another doubt; inactive means no such curve, though single readings can be large; an effect the other way counts as inactive or inconclusive. Potency means the concentration at half of the fitted maximal effect.
# Order of values – A549 viability	ATXN2 expr inh	ATXN viability	Nrf2 block	HepG2 viability	Nrf2 ARE act	TGFb inhibitor	MCF10A rerep	EPAC2 antag
- CC1CN(C(=O)c2cccc(S(=O)(=O)N3CCOCC3)c2)CC(C)O1 (centres undefined)
  -3%	-14%	i	1%	-9%	0.2%	-4%	-10%	-3%
- Cc1ccc(NC(=O)Cn2c(O)c(N=NS(=O)(=O)c3ccc(C)cc3)c3ccccc32)cc1
  15%	3%	i	-14%	1%	5.8%	-12%	21µM*	-13%
- Cc1ccc(S(=O)(=O)N2CCN(c3ncnc4ccccc34)CC2)cc1
  -13%&15%	.	?	8.2µM*	-47%	0.0%	?	6%	1%
- CCN(CC)CCOC(=O)c1ccc(NC(=O)c2nn(C)c3c2COc2ccccc2-3)cc1
  4%	.	.	11%	-27%	9.8%	-6%	.	.
- C=C1CCN([C@H](C(=O)O)C(C)C)S(=O)(=O)c2ccccc21
  -4%	10%	i	5%	5%	-0.9%	-4%	?	22%
- N#CCCCSc1nnnn1-c1cccc(Cl)c1
  -2%	6%	i	-12%	-14%	0.1%	3%	0%	-2%
- Cc1ccc(CN2CCN(Cc3c[nH]c4ccccc34)CC2CCO)o1 (centres undefined)
  -6%	-6%	i	-5%	-1%	-0.1%	1%	6%	-5%
- CCNC(=O)c1sc(=S)n(CC)c1N
  -1%	-1%	i	13%	0%	-0.3%	3%	22%	7%[57.1 µM]
- CCC(CO)Oc1cc(NC(=O)c2cccc(C)c2)c2ncn(C(C)C)c2c1 (centres undefined)
  -3%	-10%	?	-4%	-29%	0.5%	-1%	10%	8%
- CC(NC(=O)c1ccccc1OC(F)F)c1ccc(-n2ccnc2)cc1 (centres undefined)
  1%	5%	i	11%	-19%	-0.2%	-2%	2%	-4%

# Order of values – A549 viability	ATXN2 expr inh	ATXN viability	Nrf2 block	HepG2 viability	Nrf2 ARE act	TGFb inhibitor	MCF10A rerep	EPAC2 antag
- COc1ccccc1N1CCN(C(=O)c2cc3cc(C)ccc3[nH]2)CC1
  -8%	-19%	?	5%	1%	0.1%	6%	?	-8%
- CCOC(=O)C1CCN(S(=O)(=O)Cc2ccc(Cl)cc2)CC1
  18%	4%	i	15%	-15%	0.1%	-18%	?	-7%
- CCC1C(=O)N=C(SCC(=O)Nc2nc3ccccc3s2)NC1=O (centres undefined)
  2%	17%	i	21%	-12%	2.8%	-2%	2%	6%
- CCCc1cc(C(=O)Nc2nnc(C)s2)cs1
  -9%	44%[activator]	i	.	-16%	6.9%	-11%	-7%	9%
- Cc1cccc(N2CCN(C(=O)C3CCN(S(=O)(=O)c4c(C)noc4C)CC3)CC2C)c1 (centres undefined)
  2%&0%	-26%&7%	i	?	4%&-18%	0.2%&0.3%	?	11%	16%
- CC(=NNC(=O)c1ccc(NS(=O)(=O)c2ccc(Br)cc2)cc1)c1cccnc1
  1%	-3%	i	-23%	-4%	-0.4%	0%	2%	4%
- Cc1nn(C)c(Sc2ccccc2N)c1[N+](=O)[O-]
  -1%	.	?	8%	12%	14µM*	-11%	2%	8%[57.1 µM]
- CCN(CC)C(=O)Cn1ccc(NC(C)=O)nc1=O
  4%	.	i	2%	-1%	-0.8%	-9%	-1%	-2%
- Cc1nnc(SCC(=O)Nc2cccc(Cl)c2)n1CC1CCCO1 (centres undefined)
  -15%	8%	i	-14%	5%	-1.3%	18%	-30%	9%
- Cc1ccc(-n2c(=O)c3sc4ccccc4c3n(CC(=O)NC3CCCC3)c2=O)cc1C
  -2%	3%	?	?	2%	-0.8%	-10%	.	.

# Order of values – A549 viability	ATXN2 expr inh	ATXN viability	Nrf2 block	HepG2 viability	Nrf2 ARE act	TGFb inhibitor	MCF10A rerep	EPAC2 antag
- Nc1c(N=Nc2ccccc2F)c(=O)[nH]n1-c1ccccc1
  2%	2%	i	?	-19%	3.4%	?	12%	10%
- O=S(=O)(NC1CCN(S(=O)(=O)c2c(F)cccc2F)C1)c1ccc2c(c1)OCCO2 (centres undefined)
  -12%&-15%	-15%	?	?	-27%	4.2%	?	9%	0%
- O=S1(=O)CCN(c2ccccc2CC(c2c[nH]c3ccccc23)c2c[nH]c3ccccc23)CC1
  ?	?	?	?	-10%	17%	?	?	7%
- CC(=O)Nc1ccc(S(=O)(=O)N2CCC(C(=O)NC3CC3)CC2)cc1
  0%	5%	i	1%	3%	-0.6%	4%	13%	3%
- CC(=O)c1ccc(S(=O)(=O)Nc2cccc(-c3ccc4nncn4n3)c2)cc1
  0%	-11%	i	-3%	-14%	0.1%	-19%	17%	-1%
- C#CCNC(=O)C[C@@H]1C[C@@]2(C(=O)OCC)CCCC=C2N(Cc2cccc3ccccc23)C1=O
  .	19%	i	.	.	3.3%	.	.	-9%
- CC(=NCCN1CCOCC1)C1=C(O)c2ccccc2C1=O
  0%	19%	i	?	4%	2.7%	4%	-2%	-1%
- CCS(=O)(=O)N1CC(=O)N(c2cccc(C)c2C)C(C)(C(=O)NC2CCCCCC2)C1 (centres undefined)
  0%	.	.	20%	-3%	-1.0%	0%	.	.
- Cc1ccc(C(=O)Nc2ccc(N3CCN(C)CC3)nc2)cc1
  0%	5%	i	3%	4%	-0.1%	3%	15%	19%
- CC1CCc2c(sc3ncnc(NCCCOC(C)C)c23)C1 (centres undefined)
  -12%	5%	i	?	-19%	-0.3%	0%	?	-13%

# Order of values – A549 viability	ATXN2 expr inh	ATXN viability	Nrf2 block	HepG2 viability	Nrf2 ARE act	TGFb inhibitor	MCF10A rerep	EPAC2 antag
- Oc1ccc(N2CCN(c3nc(-c4cccs4)nc4ccccc34)CC2)cc1
  -3%	?	?	-1%	-19%	2.5%	-8%	?	-5%
- COc1cccc(CNC(=O)CCC2CCCN(C/C=C/c3ccccc3OC)C2)c1 (centres undefined)
  1%	-23%	i	8%	-8%	-0.6%	-1%	2%	-4%
- Cc1ccccc1NC(=O)NNC(=O)OC(C)(C)C
  1%	9%	i	4%	9%	-0.3%	-7%	5%	0%
- CCCCN1C(=O)Nc2ccccc2S1=O (centres undefined)
  -8%	2%	i	1%	5%	0.3%	-4%	?	-1%
- CC(C)CCNc1c(-c2cccs2)nc2ccccn12
  5%	5%	i	12%	-13%	-0.2%[9.22 µM]	-6%	4%	45µM*
- CCN(c1ccc(NC(=O)COC(=O)CCC(=O)c2ccc(F)cc2)cc1)C(C)C
  -1%	9%	?	-4%	-21%	-0.6%	-6%	15%	-2%
- Cc1ccccc1C(=O)NC1CCN(CC(=O)Nc2ccc(Br)cc2)CC1
  5%	-20%	i	?	-23%	2.9%	-14%	8%	11%
- O=C(Oc1cc2oc(=O)c3c(c2cc1Cl)CCCC3)c1cccs1
  -4%	-5%	.	13%	-17%	10%	1%	?	-4%
- O=C(CCNS(=O)(=O)c1ccc2[nH]c(=O)oc2c1)Nc1ccccc1
  6%	-1%	i	13%	2%	-0.6%	3%	3%	4%
- CC(C)N(CCCNC(=O)Cn1c(=O)c2cccn2c2ccc(F)cc21)Cc1ccccc1
  4%	-2%	i	17%	-15%	0.2%	6%	0%	3%

# Order of values – A549 viability	ATXN2 expr inh	ATXN viability	Nrf2 block	HepG2 viability	Nrf2 ARE act	TGFb inhibitor	MCF10A rerep	EPAC2 antag
- COC(=O)c1ccc(OS(=O)(=O)c2ccc(NC(C)=O)cc2)cc1
  -1%	-15%	i	?	8%	0.5%	24%	8%	-3%
- CN(C)S(=O)(=O)c1ccc2c(c1)nc(CCC(=O)NCC(=O)Nc1ccc(F)c(F)c1F)n2C
  .	.	i	.	-20%	-0.7%	7%	.	11%
- Cc1ccc(NC2CCCN(C(=O)c3cc(C(C)C)nn3C)C2)cc1C (centres undefined)
  .	.	i	.	-27%	6.5%	-18%	.	-15%
- Cc1cc(Cl)c(S(=O)(=O)Nc2ccccn2)cc1OCC(N)=O
  1%	3%	i	7%	3%	-0.2%	1%	0%	4%
- O=C(Nc1cccc(O)c1)c1cc(-c2ccccc2Cl)on1
  1%	0%	i	?	-23%	0.2%	?	15%	-9%
- CCOC(=O)N1CCC(NC(=O)CCC(=O)N2CCOc3ccc(Cl)cc32)CC1
  -3%	-23%	i	-10%	6%	-0.1%	0%	0%	-3%
- CCOC(=O)N(NC(=O)C(O)(CC(C)C)CC(C)C)c1ccccc1
  1%	-6%[11.3 µM]	i	-6%	-2%	-0.3%	0%	?	2%
- COc1ccc(OC)c(S(=O)(=O)NCCc2csc(-c3cccc(F)c3)n2)c1
  24%	-24%	i	.	-17%	3.2%	-28%	.	.
- CSCc1c(C(=O)OCC(=O)NC2CCCCC2)oc2ccccc12
  16%	.	i	-22%	-16%	0.4%	-22%	4%	-16%
- COc1cccc(C2=CC(c3ccccc3O)NC(C)(C)N2)c1 (centres undefined)
  1%	.	.	2%	-5%	.	-2%	.	.

# Records listed so far marked active in Nrf2 ARE act.
compound | Nrf2 ARE act | EPAC2 antag
Cc1nn(C)c(Sc2ccccc2N)c1[N+](=O)[O-] | 14µM* | 8%[57.1 µM]

# Additional records:
# Order of values – A549 viability	ATXN2 expr inh	ATXN viability	Nrf2 block	HepG2 viability	Nrf2 ARE act	TGFb inhibitor	MCF10A rerep	EPAC2 antag
- Nc1c(N(Cc2ccco2)C(=O)c2cccc(Cl)c2)c(=O)[nH]c(=O)n1Cc1ccccc1
  5%	.	i	-29%	-9%	0.4%	6%	16%	8%
- Cc1noc(C)c1S(=O)(=O)N1CCC(C(=O)NC2CCN(Cc3ccccc3)CC2)CC1
  17%	-11%	i	-6%	-22%	-0.1%	?	2%	12%
- O=C(NCCCN1CCN(c2ccccc2F)CC1)C1CCC(=O)N1C1CCCC1 (centres undefined)
  0%	-1%	?	12%	-2%	0.2%	-14%	-5%	32%[activator]
- COc1ccc(CN(C)C(=O)c2ccc3c(=O)n4c(nc3c2)CCC4)cc1
  1%	-6%	i	4%	-11%	-0.5%	0%	0%	-9%
- COc1ccc(NC(=O)CCCn2cc([N+](=O)[O-])cn2)cc1
  -4%	-17%	i	4%	-26%	-0.3%	15%	2%	4%
- CCc1ccc(CN2C(=O)c3ccccc3C2C(=O)NCCc2ccc(OC)c(OC)c2)cc1 (centres undefined)
  -2%	.	.	.	-2%	0.7%	-14%	.	.

# Only part of the results is shown, so the mix of outcomes need not match the whole.
